NR3A LBD binder – NR3A (human) ligand-binding domain modulation. NR3A LBD differential scanning fluorimetry, Tm shift; 0% = protein alone, 100% = glycine-bound protein. Tm shift relative to glycine control, % at 25 µM. hit rate 2.5% among 340,000. AID 1259313;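 active = melting temperature shift of at least 10% of the positive control shift, at one fixed dose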
SENP8 block – inhibitors of human SENP8 protease. inhibition, % at 20 µM. Q96LD8. recombinant SENP8, Nedd8 substrate fluorescence. hit rate 0.64% among 360,000; in the data active = inhibition mostly above about 40%, no sharp cut-off; inactive = mostly below about 27%
Target sequence (Q96LD8 whole entry, looked up): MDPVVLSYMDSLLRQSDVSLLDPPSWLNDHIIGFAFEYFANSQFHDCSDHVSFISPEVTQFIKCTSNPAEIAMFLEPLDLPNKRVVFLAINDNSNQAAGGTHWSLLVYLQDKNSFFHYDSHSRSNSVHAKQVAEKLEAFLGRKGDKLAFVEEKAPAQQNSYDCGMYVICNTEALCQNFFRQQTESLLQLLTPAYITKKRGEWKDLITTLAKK
HKDC1 inh – HKDC1 (human) hexokinase inhibition. hit rate 0.16% among 340,000. Q2TB90. inhibition, % at 20 µM. recombinant HKDC1, G6PDH/diaphorase resazurin coupled fluorescence;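 active = inhibition above about 35% when tested at 20 µM, limit read from the data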;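 also: plate controls were DMSO wells with enzyme for no effect and DMSO wells lacking enzyme for full effect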
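Test system: HK5 enzyme. Quantity: 5 µg/mL HK5 final. Reagent: glucose and ATP substrates. Schedule: 90 min reaction incubation at room temperature, dark. Technique: resazurin-to-resorufin fluorescence via G6PDH and diaphorase coupling, 525/613 nm. Control set: DMSO wells with and without enzyme mix.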
PfGluPho inh – PfG6PD (Plasmodium falciparum) enzyme inhibition. AID 504690. inhibition, % at 20 µM. hit rate 0.78% among 350,000. PfGluPho enzyme, NADPH resazurin-diaphorase fluorescence;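 active = inhibition reaching at least a set limit at 20 µM in the primary screen, cut at about 59% in these data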;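 also: 0% = DMSO wells with substrate and 100% = DMSO wells lacking glucose-6-phosphate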
SENP7 block – inhibitors of human SENP7 protease | Q9BQF6 | recombinant SENP7, Z-RLRGG-aminoluciferin luminescence, 40 min | inhibition, % at 5 µM | hit rate 1.5% among 330,000 | AID 434973;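 active = inhibition above about 50% at the single test dose, limit read from the data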;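 also: plate controls were DMSO with enzyme for no effect and no enzyme buffer wells for full effect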
Target sequence (Q9BQF6 706-1050 limits assumed): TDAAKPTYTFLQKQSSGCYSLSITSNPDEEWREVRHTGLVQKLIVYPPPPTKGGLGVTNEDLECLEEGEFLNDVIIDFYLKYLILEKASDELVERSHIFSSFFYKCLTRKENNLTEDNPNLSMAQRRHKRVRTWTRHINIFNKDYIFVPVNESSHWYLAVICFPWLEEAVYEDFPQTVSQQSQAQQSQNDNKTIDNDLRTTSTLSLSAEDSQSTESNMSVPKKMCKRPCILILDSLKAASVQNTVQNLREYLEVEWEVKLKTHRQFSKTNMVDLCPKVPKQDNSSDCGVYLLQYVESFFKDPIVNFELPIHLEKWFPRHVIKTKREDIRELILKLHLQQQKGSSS
SENP6 block – SENP6 protease inhibition; hit rate 1.8% among 330,000; Q9GZR1; AID 2599; Recombinant SENP6 catalytic domain, aminoluciferin luminescence; inhibition, % at 10 µM;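 active = inhibition above about 50% at the single tested dose, limit read from the data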;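 also: plate controls were DMSO wells with enzyme for no effect and DMSO wells lacking enzyme for full effect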
MPTP block – permeability transition pore inhibition; isolated mouse mitochondria, Ca2+ swelling absorbance, 30 min; inhibition, % at 10 µM; hit rate 1.4% among 360,000; AID 602449;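 active = inhibition of 50% or more, scaled per plate between neutral and stimulator controls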;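 also: 0% = DMSO wells given calcium and 100% = 1 mM EGTA wells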
ATG4B inh – blocks human ATG4B protease cleavage of LC3 substrate | Q9Y4P1 | ATG4B cleavage of LC3-PLA2, NBD-HPC fluorescence, 1 h | hit rate 0.51% among 340,000 | AID 504462 | inhibition, % at 8.33 µM; in the data active = inhibition above about 40%
Target sequence (Q9Y4P1 whole entry, looked up): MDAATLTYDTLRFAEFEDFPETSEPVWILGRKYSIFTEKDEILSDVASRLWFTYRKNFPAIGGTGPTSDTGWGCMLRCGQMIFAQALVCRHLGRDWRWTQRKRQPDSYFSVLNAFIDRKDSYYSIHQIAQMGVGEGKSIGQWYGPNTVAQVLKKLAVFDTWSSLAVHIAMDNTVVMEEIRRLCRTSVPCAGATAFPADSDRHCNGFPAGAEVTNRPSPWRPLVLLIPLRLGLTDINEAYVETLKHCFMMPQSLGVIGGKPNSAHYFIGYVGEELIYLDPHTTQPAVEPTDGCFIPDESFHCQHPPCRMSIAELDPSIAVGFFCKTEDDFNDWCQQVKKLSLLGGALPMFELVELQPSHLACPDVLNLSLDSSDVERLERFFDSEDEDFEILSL
An asterisk follows results filed as active; . = no result given.

SMILES	NR3A LBD binder	SENP8 block	HKDC1 inh	PfGluPho inh	SENP7 block	SENP6 block	MPTP block	ATG4B inh
Cc1[nH]c2ccccc2c1SCc1n[nH]c(=S)n1C	1	11	-4	27	-6	-10	0.3	1
CN(C)c1ccc(/C=N/NC(=S)NCc2ccco2)cc1	-4	-421	-3	0	4	5	0.4	-1
COc1ccc(/C=C2\SC(=S)N(CCC(=O)N3CCCCC3)C2=O)cc1	0	26	-3	-2	-5	-10	1.5	-4
OCC1(Cc2ccccc2)CCCN(Cc2ccc3c(c2)OCCO3)C1 (stereo unspecified)	0	-21	-3	13	9	-6	1.3	-19
CCCCc1nnc(NC(=O)CN2C(=O)c3ccccc3C2=O)s1	0	6	-5	3	-12	-2	2.4	-2
Cc1noc(C)c1C(=O)OCC(=O)N(C)C1CCS(=O)(=O)C1 (stereo unspecified)	0	6	-6	9	11	-1	1.2	-5
COC(=O)c1ccc(Oc2ccc(S(=O)(=O)N3CCCCC3)cc2N)cc1	1	10	-2	-1	-6	-18	2.2	-10
Cc1ccc(O)c(C(=O)CC(=O)c2ccc(C(C)(C)C)cc2)c1	-8	11	-2	-22	-10	-7	2.5	10
COCCCNC(=O)CSc1nc2ccccc2c(=O)n1Cc1ccc2c(c1)OCO2	-1	30	-4	-1	-4	2	-0.5	-2
Cc1cc(C)cc(NC(=O)Cn2ncn3c(cc4ccccc43)c2=O)c1	-1	-55	-6	-18	4	-5	2.0	-1
CC(C)(C)c1ccc(/C=C(\C#N)C(=O)Nc2ccccn2)cc1	6	-21	14	7	0	-16	6.1	-3
O=C(Nc1cc(Cl)ccc1-n1cncn1)c1cn2ccccc2n1	-2	-23	-5	3	-6	-14	-0.7	-1
Cc1cc(S(=O)(=O)N2CCC(N3CCCCC3)CC2)ccc1-n1cnnn1	-15	18	-14	-2	-7	-10	-0.8	1
CC(C)SCc1cc(N2CCCC2)nc(-c2ccccc2)n1	0	-8	-4	-2	13	14	1.1	-10
Cc1cc(Oc2nnnn2-c2ccccc2)ccc1Cl	1	12	-1	-5	7	1	0.4	2
O=C(Nc1cccc(-c2ccc3nncn3n2)c1)C(F)(F)F	2	-14	-1	7	4	-8	-1.1	-7
CC(=O)Nc1cccc(-c2csc(Nc3cccc(C)n3)n2)c1	12*	1	17	28	-3	92*	2.3	-18
O=c1c2c([nH]n1-c1ccccc1)CCCC2	1	-3	-5	3	-4	-38	0.5	1
Cc1ccc(-n2c(C)cc(/C=N/NC(=O)CC3(C)OCCO3)c2C)cc1	-5	-13	6	-7	5	6	-2.4	-6
C[C@H](C(O)c1ccccc1)N(C)C(=O)CN (stereo partly specified)	2	9	-5	12	9	8	-0.7	6

NR3A LBD binder, hit marks shown above
molecule	NR3A LBD binder	HKDC1 inh	PfGluPho inh	SENP7 block	SENP6 block	MPTP block	ATG4B inh
CC(=O)Nc1cccc(-c2csc(Nc3cccc(C)n3)n2)c1	12*	17	28	-3	92*	2.3	-18

(further entries)
SMILES	NR3A LBD binder	SENP8 block	HKDC1 inh	PfGluPho inh	SENP7 block	SENP6 block	MPTP block	ATG4B inh
COc1ccc(C(=O)C2CCCN(C(=O)c3csc(C(C)=O)c3)C2)c(C)c1 (stereo unspecified)	-3	20	-4	-5	5	-6	-0.5	24
Cc1ccc(S(=O)(=O)N(C)C)cc1NC(=O)COC(=O)COc1ccc2c(C)cc(=O)oc2c1	-2	-261	-6	3	1	-22	-0.8	-19
Cn1c(=O)n(CC(=O)O)c(=O)c2c1nc1n2CCCN1Cc1ccccc1	6	10	-2	-7	4	-3	-0.5	-2
COc1ccc(CCNc2ncnc3sccc23)cc1OC	2	-22	-1	-5	2	15	95*	-8
COc1ccc2c(c1)CCc1c(C(=O)NCc3ccco3)noc1-2	10	-4	3	2	15	-13	-0.3	-8
O=c1cc(N2CCc3ccccc3C2)[nH]c(=O)n1-c1ccc(Cl)cc1	-4	7	-4	-19	8	-14	-1.8	14
O=C(CCn1c(=O)oc2ccccc21)NCCC1=CCCCC1	0	27	5	7	4	-12	3.3	-4
COc1cccc(NC(=S)N(Cc2cccc(Br)c2)CC2CCC(C(=O)O)CC2)c1 (stereo unspecified)	17*	6	7	-25	7	-34	-1.0	0
COc1ccc2[nH]c3c(c2c1)CCN1C(=O)N([C@@H](C)C(=O)NC2CCCC2)C(=O)[C@]31C	-2	23	1	-8	-3	-13	0.2	-5
Cc1cccc(NC(=O)Nc2ccc(Cl)cc2)n1	1	5	0	6	-13	-19	1.1	-4
CC1CCN(c2ccc3c(c2)S(=O)(=O)c2cccc(C(=O)NCc4ccc(F)cc4)c2C3=O)CC1	-1	-11	-3	-14	-9	-16	1.0	-2
COc1ccc(NS(=O)(=O)c2cccc(Cl)c2Cl)cc1S(=O)(=O)N1CCCCC1	-1	5	14	-20	-7	-9	2.0	-8
COc1cc(OC)cc(C(=O)N[C@H](C(=O)OCC(=O)NC(=O)NC(C)(C)C)C(C)C)c1	-1	8	-3	6	2	-4	-0.4	-12
O=C(CN1CCN(Cc2ccccc2Cl)C1=O)NC1CCCCCC1	-3	23	4	-12	2	-15	2.6	7
CC(NC(=O)c1ccc(S(=O)(=O)N(C)C)cc1)c1ccccc1 (stereo unspecified)	0	11	4	7	0	1	1.3	-8
CCCCn1c(N)c(N(CCOC)C(=O)COC(=O)CCOc2ccccc2C)c(=O)[nH]c1=O	0	13	0	-7	5	-2	2.5	7
C=CCn1c(COc2cccc(C)c2)nnc1SCC(=O)c1c(N)n(C)c(=O)n(C)c1=O	-1	2	-3	3	.	.	1.4	8
C1CCc2c(c(N3CCOCC3)nc3sc4c(N5CCOCC5)nnnc4c23)C1	0	17	1	-1	.	.	1.7	-10
COC(=O)CN(C#N)c1nc(NC(C)C)nc(NC(C)C)n1	-1	16	-10	22	0	7	-0.1	3
O=C1CC(c2ccc(S(=O)(=O)N3CCN(c4ccccc4)CC3)cc2)CN1 (stereo unspecified)	1	8	-7	-1	-1	-12	-1.2	9

Reformatted with two lines to a compound: part of the list above.
Results follow in this order: NR3A LBD binder | SENP8 block | HKDC1 inh | PfGluPho inh | SENP7 block | SENP6 block | MPTP block | ATG4B inh
CC1CCN(c2ccc3c(c2)S(=O)(=O)c2cccc(C(=O)NCc4ccc(F)cc4)c2C3=O)CC1
  -1 | -11 | -3 | -14 | -9 | -16 | 1.0 | -2
CC(NC(=O)c1ccc(S(=O)(=O)N(C)C)cc1)c1ccccc1 (stereo unspecified)
  0 | 11 | 4 | 7 | 0 | 1 | 1.3 | -8
O=C(CN1CCN(Cc2ccccc2Cl)C1=O)NC1CCCCCC1
  -3 | 23 | 4 | -12 | 2 | -15 | 2.6 | 7
Cn1c(=O)n(CC(=O)O)c(=O)c2c1nc1n2CCCN1Cc1ccccc1
  6 | 10 | -2 | -7 | 4 | -3 | -0.5 | -2

Record cards (already shown). Order of screens: NR3A LBD binder | SENP8 block | HKDC1 inh | PfGluPho inh | SENP7 block | SENP6 block | MPTP block | ATG4B inh
Cc1cccc(NC(=O)Nc2ccc(Cl)cc2)n1 as listed: 1 | 5 | 0 | 6 | -13 | -19 | 1.1 | -4
COc1ccc(C(=O)C2CCCN(C(=O)c3csc(C(C)=O)c3)C2)c(C)c1 (stereo unspecified) as listed: -3 | 20 | -4 | -5 | 5 | -6 | -0.5 | 24
Cc1ccc(S(=O)(=O)N(C)C)cc1NC(=O)COC(=O)COc1ccc2c(C)cc(=O)oc2c1 as listed: -2 | -261 | -6 | 3 | 1 | -22 | -0.8 | -19
O=C(Nc1cc(Cl)ccc1-n1cncn1)c1cn2ccccc2n1 as listed: -2 | -23 | -5 | 3 | -6 | -14 | -0.7 | -1
COc1ccc2[nH]c3c(c2c1)CCN1C(=O)N([C@@H](C)C(=O)NC2CCCC2)C(=O)[C@]31C as listed: -2 | 23 | 1 | -8 | -3 | -13 | 0.2 | -5

Continuation.
SMILES	NR3A LBD binder	SENP8 block	HKDC1 inh	PfGluPho inh	SENP7 block	SENP6 block	MPTP block	ATG4B inh
O=S(=O)(c1cc(Cl)cc(Cl)c1)N1CCCC1c1nc2ccccc2s1 (stereo unspecified)	1	11	3	3	-5	-10	0.8	-8
CC(C)c1ccc(NC(=O)CCCC(=O)NCCc2ccccc2)cc1	1	11	3	-14	1	13	0.5	-5
O=C(c1ccc(Br)s1)N1CCc2ccccc2C1	-1	8	1	-8	8	16	0.9	19
Cc1nc(C(=O)NCCC(C)C)sc1C1(C)CC(c2ccccc2)=NO1 (stereo unspecified)	-6	17	-1	12	-6	-12	-0.1	2
Cc1ccc(-n2nc(C)c(=O)c(-c3ccccc3)c2NC(=O)c2cccs2)cc1	1	18	-1	4	-4	5	-0.1	-4
O=C(Nc1ccc(F)cc1)c1ccc(CSc2ccc(Cl)cc2)o1	4	7	3	17	-3	-7	37	-8
Cc1ccc(CSCCNS(=O)(=O)c2ccc([N+](=O)[O-])cc2)cc1	-17	5	3	2	-9	4	0.7	-10
Cc1ccc(S(=O)(=O)N2CCN(C(=O)COC(=O)COc3ccccc3)CC2)cc1	-1	5	-6	3	-5	-2	-0.3	-2
Cc1ccc(N=Nc2ccc3ccccc3c2O)cc1	-8	16	9	-24	100*	46	11	11
O=C(NC1CCCCCC1)C(=S)NC1CCCCC1	-2	18	-5	11	7	3	-2.2	1
CC12C(=O)N(NC(=O)c3ccncc3)C(=O)C1C1C=CC2C1 (stereo unspecified)	1	11	-9	6	-1	-3	0.4	-6
CCNC(=S)NNC(=O)c1cccs1	-1	-4	-8	-6	-9	-29	-0.5	-2
Cc1c(N/C=C/C(=O)C(F)(F)F)c(=O)n(-c2ccccc2)n1C	0	10	-12	54	6	13	0.9	-7
O=C(COC(=O)c1ccc(O)cc1O)NC1CC1	1	1	1	-6	-8	-16	0.7	-1
Cc1ccc(C(=O)NCCN2CCOCC2)cc1S(=O)(=O)N1CCCCC1	5	1	-10	5	-2	-7	-0.4	2
Cc1cc(S(=O)(=O)NC2CCCCC2)c(C)s1	-1	12	2	-3	-7	4	0.4	-1
O=C(N/N=C/c1ccc(Sc2nc3ccccc3s2)c([N+](=O)[O-])c1)c1ccccn1	-13	14	17	20	-3	11	1.2	7
Cc1nc(CS(=O)(=O)c2ccc(Cl)cc2)cc(Sc2ccc(Cl)cc2)n1	2	26	12	21	0	1	0.8	-10
CCn1c(-c2ccc([N+](=O)[O-])cc2)n[nH]c1=S	2	10	-2	18	2	-4	0.2	-6
COc1ccc(N=C2SCC(=O)N2Cc2ccccc2)cc1	-4	3	-7	15	0	-13	0.1	0
O=C(CCCCl)NC(=S)Nc1cc(C(F)(F)F)ccc1N1CCOCC1	-11	24	-1	13	4	-1	9.1	-17

Pulled by compound from the entries so far, four records:
SMILES	NR3A LBD binder	SENP8 block	HKDC1 inh	PfGluPho inh	SENP7 block	SENP6 block	MPTP block	ATG4B inh
CCNC(=S)NNC(=O)c1cccs1	-1	-4	-8	-6	-9	-29	-0.5	-2
O=C(NC1CCCCCC1)C(=S)NC1CCCCC1	-2	18	-5	11	7	3	-2.2	1
O=C(COC(=O)c1ccc(O)cc1O)NC1CC1	1	1	1	-6	-8	-16	0.7	-1
CCn1c(-c2ccc([N+](=O)[O-])cc2)n[nH]c1=S	2	10	-2	18	2	-4	0.2	-6

Assay outcomes as filed in PubChem BioAssay.
